# Compound activity as filed in PubChem.
# CCT modulator – High-Throughput Screening for Modulators of Cytosolic Chaperonin Activity | purified chaperonin ATPase assay, HTRF ADP detection, 30 min | activity change, % (concentration not given with the values), hits read low | 0.3% of 360,000 active | AID 651819, 2012; in the data active = activity change below about -30%; also: % is scaled to controls: 0 for no effect and ±100 for the full control effect
#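 We incubate TRiC, 40 or 20 nM final, with library compounds at 76 uM and 10 uM ATP for 30 min at 37 °C. ADP formed is detected with Transcreener HTRF reagents after 30 min at room temperature.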
# EPAC1 ag – qHTS for Agonist of cAMP-regulated guanine nucleotide exchange factor 3 (EPAC1): primary screen; Rap guanine nucleotide exchange factor 3 (Homo sapiens), O95398; EPAC1 agonist qHTS, biochemical assay; response scale: 100% = response to 6.5 mM cAMP; Potency, µM (highest dose often 154 µM), without a hit: at the highest dose activation, actives largely listed as activators; 0.073% of 360,000 active; AID 720707, 2013; also: potency is read from the fitted curve at half-maximal effect; nearly all actives have a fitted effect of over 60% in size
#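 EPAC1 100 nM, Rap1B–BODIPY-GDP 250 nM, unlabeled GDP 50 uM; compound titration; 5 min RT; kinetic read ex480/em540 at 5-min intervals ×30 min; data normalized to 6.5 mM cAMP agonist control.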
# EPAC1 antag – qHTS for Antagonist of cAMP-regulated guanine nucleotide exchange factor 3 (EPAC1): primary screen; Rap guanine nucleotide exchange factor 3 (Homo sapiens), O95398; EPAC1 GEF assay, Rap1b-BODIPY-GDP exchange fluorescence; Potency, µM (highest dose often 115 µM), for the others: top-dose activity change, negative = inhibition, usual class: inhibitors; 0.14% of 360,000 active;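 also: potency is read from the fitted curve at half-maximal effect; plate controls were vehicle for no effect and positive control for full effect; nearly all actives have a fitted effect of over 50% in size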
# EPAC2 ag – qHTS for Agonist of cAMP-regulated guanine nucleotide exchange factor 4 (EPAC2): primary screen; 0.079% of 360,000 active; EPAC2 activation, biochemical qHTS; response scale: 100% = 6.5 mM cAMP response; Potency, µM (doses to about 154 µM), for inactives: top-dose activation, actives largely listed as activators; also: potency is read from the fitted curve at half-maximal effect; nearly all actives have a fitted effect of over 50% in size
#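 In this primary screen, activation is scored as increased exchange of BODIPY-GDP from Rap1B by 100 nM EPAC2, with 50 uM GDP as competitor. Signal is normalized to the 6.5 mM cAMP agonist control.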
# IL2 activator – qHTS of IL-2 Activators | activation, % (series mostly up to about 46 µM) | 0.065% of 360,000 active | IL-2 activation reporter assay, cell-based qHTS; stimulated with anti-CD3/CD4/CD28 beads; in transgenic mouse T cells; in the data active = activation above about 50%; inconclusive = mostly about 30% to 49%; also: 0% is about no effect
#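 Readout is EGFP and DsRed signal by fluorescent plate cytometry after 18 h at 37 degrees C. Transgenic mouse T cells (750/well) received compound for 60 min before bead stimulation (anti-CD3, anti-CD4, anti-CD28); memory T cells served as non-tolerant control.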
# PLK1 PBD block – qHTS for Inhibitors of PLK1-PDB (polo-like kinase 1 - polo-box domain): Primary Screen; Plk1 PBD binding of FITC phosphopeptide, fluorescence polarization; Potency, µM, for the others: max response, negative = inhibition, actives largely listed as inhibitors; 2.8% of 360,000 active; AID 720504, 2013; also: potency is read from the fitted curve at half-maximal effect; series mostly up to about 57 µM; % is scaled to controls: 0 for no effect and ±100 for the full control effect; nearly all actives have a fitted effect of over 65% in size
# Target sequence (P53350 whole entry, looked up, the tested form may be a part): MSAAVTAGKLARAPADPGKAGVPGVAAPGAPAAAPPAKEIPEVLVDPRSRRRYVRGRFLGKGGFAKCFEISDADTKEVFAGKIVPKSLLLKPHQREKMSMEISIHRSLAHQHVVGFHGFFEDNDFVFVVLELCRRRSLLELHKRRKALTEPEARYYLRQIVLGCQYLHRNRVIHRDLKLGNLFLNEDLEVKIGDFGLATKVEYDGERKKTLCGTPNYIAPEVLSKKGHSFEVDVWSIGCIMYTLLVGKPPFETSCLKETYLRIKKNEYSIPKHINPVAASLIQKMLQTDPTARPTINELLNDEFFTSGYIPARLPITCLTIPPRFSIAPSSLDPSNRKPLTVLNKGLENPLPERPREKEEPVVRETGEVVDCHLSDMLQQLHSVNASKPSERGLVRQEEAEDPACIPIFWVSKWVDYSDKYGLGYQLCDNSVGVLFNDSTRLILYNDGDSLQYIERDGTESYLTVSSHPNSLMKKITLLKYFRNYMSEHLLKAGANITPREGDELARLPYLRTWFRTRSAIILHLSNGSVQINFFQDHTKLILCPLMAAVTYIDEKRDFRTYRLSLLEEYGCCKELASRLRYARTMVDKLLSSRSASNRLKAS
# WRN helicase inh – qHTS for Inhibitors of WRN Helicase | Bifunctional 3'-5' exonuclease/ATP-dependent helicase WRN (Homo sapiens), Q14191 | WRN helicase unwinding, fluorescent forked duplex, kinetic | Potency, µM (doses to about 114 µM), for inactives: at the highest dose activity change, negative = inhibition, actives largely listed as inhibitors | 0.46% of 360,000 active; also: potency is read from the fitted curve at half-maximal effect; % is scaled to controls: 0 for no effect and ±100 for the full control effect; nearly all actives have a fitted effect of over 55% in size
#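 Enzyme (20 nM final) and test compound sit together 15 min at room temperature before substrate addition. Substrate is a single-forked duplex oligonucleotide (100 nM) labelled with fluorophore and quencher, with 2 mM ATP; helicase unwinding raises red fluorescence, read kinetically.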
# PI5P4K alpha inh – qHTS for Inhibitors of phosphatidylinositol 5-phosphate 4-kinase (PI5P4K); 1.2% of 330,000 active; PI5P4Kalpha enzyme, ADP-Glo luminescence, 60 min; hits give low values; AID 652105, 2013; max response, %; Phosphatidylinositol 5-phosphate 4-kinase type-2 alpha (Homo sapiens), P48426; active = max response of -50% or lower; inconclusive = between -30% and -50%; inactive = -30% or higher; also: value at the top dose of about 77 µM; % is scaled to controls: 0 for no effect and ±100 for the full control effect
# Target sequence (P48426 whole entry, looked up): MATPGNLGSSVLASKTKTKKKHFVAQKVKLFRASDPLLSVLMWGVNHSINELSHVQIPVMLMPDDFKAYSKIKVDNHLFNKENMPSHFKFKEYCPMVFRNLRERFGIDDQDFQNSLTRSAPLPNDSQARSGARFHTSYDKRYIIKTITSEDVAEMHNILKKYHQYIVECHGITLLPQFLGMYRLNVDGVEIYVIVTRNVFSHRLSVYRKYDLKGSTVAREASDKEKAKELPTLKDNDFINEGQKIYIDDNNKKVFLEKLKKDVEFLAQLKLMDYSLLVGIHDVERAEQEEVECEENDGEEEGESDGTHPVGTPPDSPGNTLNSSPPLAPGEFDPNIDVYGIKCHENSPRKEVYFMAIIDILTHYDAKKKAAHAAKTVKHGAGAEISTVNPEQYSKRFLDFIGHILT
#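 ADP-Glo luminescence end-point after a 60 min room-temperature kinase reaction. PI5P4Kalpha and substrate in HEPES pH 7.4 buffer with EGTA, 0.1% CHAPS and 5% DMSO; ATP at 5 microM final.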
# Starred values were filed as active, the others as inactive; ? = inconclusive; . = not tested or not shown; [ ] = dose if it differs, or a comment. Unless noted, calls follow the shape of the dose curve; as a rule, active = well fitted curve in the direction sought with a large enough effect; inconclusive = small, poorly fitted or top-dose-only effect, or another doubt; inactive = no such curve, though single readings can be large; an effect the other way counts as inactive or inconclusive. This is a subset; the hit share may differ from the screen's.
SMILES,CCT modulator,EPAC1 ag,EPAC1 antag,EPAC2 ag,IL2 activator,PLK1 PBD block,WRN helicase inh,PI5P4K alpha inh
COc1ccc(N2C3=C(C(=O)CC(C)(C)C3)C(c3ccccc3OC)C3=C2CC(C)(C)CC3=O)cc1,-0.6,3%,-18%,-3%,-0.6,-1%,2%,-3
Cc1cccc(N2CCN(C(=O)COc3noc4nc(C)cc(C)c34)CC2C)c1 (stereo not drawn),-0.2,5%,4%,10%,-1.1,-6%,-1%,-1
CC(Sc1nc2ccccc2s1)C(=O)Nc1ccc2c(c1)OCO2 (stereo not drawn),1.8,3%,11%,0%,-3.7,-5%,1%,-12
O=C(CN1CCN(CC(=O)Nc2ccccc2Cl)CC1)Nc1ccc2c(c1)OCCO2,0.4,-10%,3%,8%,-0.7,-20%,-1%,5
Cc1ccc(/C(N)=N/OC(=O)/C=C/c2ccccc2)cc1,-0.6,10%,0%,13%,0.2,-5%,-23%,3
COC(=O)C[C@@H]1CC[C@H](NC(=O)Cc2ccccn2)[C@@H](CO)O1,.,9%,1%,0%,1.8,-9%,-10%,-4
O=[N+]([O-])c1cc2ccccc2c(O)c1O,1.7,-3%,?,-2%,-0.2,5.3µM*,?,?
CCOC(=O)C1CCN(C(=O)COC(=O)c2ccccc2C(=O)c2ccc(Cl)cc2)CC1,-8.3,1%,-6%,-1%,-3.1,-3%,0%,0
Cn1c(=O)c2c(O)c(Cc3ccccc3)c(=O)[nH]c2n(C)c1=O,0.0,-7%,-19%,5%,-0.6,0%,-13%,?
COC(=O)Nc1ccc(OC)c(OC)c1,-1.2,3%,-3%,10%,-2.4,-3%,-1%[57.1 µM],.
CCCCC[C@@H]1C=C(C(=O)O)[C@H](c2ccc(CC)cc2)N1S(=O)(=O)c1ccc(C)cc1,1.2,-17%,?,-8%,-0.2,27µM*,-6%,16
CS(=O)(=O)Nc1ccc(N2CCCCC2)c(Cl)c1,-1.5,7%,-1%,-2%,1.7,0%,-2%,.
COc1ccc(CNC(=O)COc2cc(O)c3c(c2)OC(C)(C)CC3=O)cc1,0.9,-2%,-6%,12%,-0.5,-9%,0%,7
COc1cc(OCc2ccccc2)c(CC(=O)O)c([N+](=O)[O-])c1,-0.9,6%,6%,6%,2.8,-8%,-9%,3
CC(CCn1cccn1)NC(=O)c1cc(COc2ccc(F)cc2Cl)on1 (stereo not drawn),0.7,-15%,2%,5%,-2.1,-6%,-5%,0
COc1ccc(-c2nnc(Nc3ccc(CC(N)=O)cc3)c3ccccc23)cc1,-3.6,0%,-11%,-4%,-0.2,-21%,-27%,0
Cc1ccc(NC(=O)c2cc(-c3ccc(F)cc3)on2)cc1C,-3.0,9%,-25%,4%,1.9,24µM*,2%,0
COc1ccc(-n2c(Cc3cc(=O)[nH]c(=O)[nH]3)nnc2SCC(=O)Nc2cc(C(F)(F)F)ccc2Cl)cc1,2.2,-3%,-9%,-4%,-1.2,-6%,-8%,4
O=C(CCCOc1ccccc1)Nc1cc(S(=O)(=O)N2CCOCC2)ccc1N1CCOCC1,-1.2,2%,10%,3%,0.0,-2%,-2%,-2
Cc1cc(NC(=O)CCC(=O)N(CC(=O)NC2CCCC2)Cc2ccc(F)cc2)no1,1.7,-5%,5%,-1%,-1.7,1%,8%,-4
N/C(COc1ccc(Cl)cc1Cl)=N\NS(=O)(=O)c1ccccc1,-3.0,5%,10%,7%,-2.7,-8%,-8%,-10
Cc1cccc(/N=C/c2c(O)[nH]c3ccccc23)n1,1.2,-5%,-2%,3%,-1.0,-12%,-9%,.
COc1ccc(-n2c(=O)cc(N3CCN(Cc4ccccc4)CC3)[nH]c2=O)cc1,0.7,-3%,6%,11%,1.6,-3%,-4%,1
O=C(c1ccc(Cl)c(Cl)c1)N1CCC(=O)N(C(COCc2cccc(C(F)(F)F)c2)Cc2ccccc2)CC1 (stereo not drawn),-1.1,-23%,-17%,-1%,-0.6,-10%,?,3
CCS(=O)(=O)c1ccc2oc(=O)c(/C=C(\O)c3ccc(Cl)cc3)nc2c1,2.6,-4%,-10%,9%,0.7,6%,?,-10
CCOc1ccc(OCCC(=O)N(CCC(C)C)c2c(N)n(Cc3ccccc3)c(=O)[nH]c2=O)cc1,-1.5,2%,-5%,-8%,-0.3,1%,-8%,7
CCNc1nc(SC(C)C(=O)Nc2ccccc2)nc(N2CCOCC2)n1 (stereo not drawn),1.6,7%,-7%,-6%,-1.9,4%,-5%,4
CC1CC(C)CN(Cc2nc(N)nc(Nc3ccccc3)n2)C1 (stereo not drawn),2.6,-4%,16%,1%,-0.6,-1%,3%,6
Cc1[nH]n(C(N)=S)c(=O)c1N=Nc1ccc(Cl)cc1Cl,-0.5,16%,10%,-1%,-2.0,?,-5%,-13
Cc1cccc(OCC(=O)N/N=C/c2ccccc2C(=O)O)c1,-0.6,1%,-7%,5%,-3.3,-29%,-1%,-12

# Reformatted as tab-separated lines: 2 of the compounds above.
SMILES	CCT modulator	EPAC1 ag	EPAC1 antag	EPAC2 ag	IL2 activator	PLK1 PBD block	WRN helicase inh	PI5P4K alpha inh
Cc1[nH]n(C(N)=S)c(=O)c1N=Nc1ccc(Cl)cc1Cl	-0.5	16%	10%	-1%	-2.0	?	-5%	-13
Cc1cccc(OCC(=O)N/N=C/c2ccccc2C(=O)O)c1	-0.6	1%	-7%	5%	-3.3	-29%	-1%	-12

# Next part
SMILES,CCT modulator,EPAC1 ag,EPAC1 antag,EPAC2 ag,IL2 activator,PLK1 PBD block,WRN helicase inh,PI5P4K alpha inh
COc1ccc(C(=O)O)cc1S(=O)(=O)Nc1ccccc1-c1ccccc1,-5.7,5%,8%,13%,-0.2,-15%,-10%,-2
CCS(=O)(=O)N1CCCC(C(=O)NCCN2CCC(Cc3ccccc3)CC2)C1 (stereo not drawn),-1.6,0%,0%,5%,-0.3,-5%,3%,5
COc1ccc(C=O)cc1CSc1nnc(COc2cccc3cccnc23)o1,2.3,-6%,4%,-22%,0.7,-6%,7%,-4
COc1ccc(NC(C)=O)cc1NC(=O)CSc1nc2ncccc2[nH]1,-0.4,1%,1%,-6%,-0.3,3µM*,?,-55*
N#Cc1cnc(NCc2ccc(Cl)cc2Cl)nc1,0.4,7%,-21%,-1%,2.6,-6%,-4%,3
COc1ccc(OCC(O)COc2ccc(OC)cc2)cc1,-3.4,-2%,10%,5%,-0.4,-1%,0%,-2
Cc1cccc2sc(NC(=O)CCn3cccc3)nc12,-2.1,4%,-7%,-4%,-0.4,-5%,7%,2
CN1CCc2nc(SCC(=O)Nc3cccc(F)c3)c(C#N)c(-c3cccs3)c2C1,-1.6,14%,-4%,13%,-1.2,?,-19%,.
O=[N+]([O-])c1c(Nc2ccc(Br)cc2)ccc2nonc12,-4.7,1%,-26%,13%,-2.4,-11%,7%,-1
O=C(Nc1nnc(S(=O)(=O)N2CCCC2)s1)c1ccccc1Cl,-1.6,-14%,-13%,13%,-2.6,-3%,-13%,-10
CCn1nnc(NC(=S)NC(=O)c2ccc(-c3cccc(Cl)c3)o2)n1,0.6,11%,-9%,0%,1.8,21µM*,-25%,?
COc1ccccc1OCC(=O)NNC(=O)c1c(-c2ccccc2Cl)noc1C,-5.0,-4%,-13%,7%,1.3,-10%,-14%,1
CCC(=O)N1CCc2cc(Br)cc(S(=O)(=O)N3CCCC(C(=O)NC(C)(C)C)C3)c21 (stereo not drawn),-0.7,-16%,-4%,-12%,-0.1,7%,-1%[57.1 µM],2
CCn1nc(C)c(CNC(=O)C2CCC(=O)N(CCc3ccc(Cl)cc3)C2)c1C (stereo not drawn),3.1,-11%,16%,0%,-4.1,?,-24%,0
O=C(OCCc1cc2ccccc2c(=O)o1)c1ccc(F)cc1,-1.5,-1%,-31%,4%,1.2,-16%,-4%,1
CCc1nnc(NC(=O)c2ccc(S(=O)(=O)N3CCCCCC3)cc2)s1,-0.1,7%,-5%,5%,-2.9,-15%,4%,0
C=CCN(c1ccc(C(=O)NCCCn2ccnc2)cc1)S(C)(=O)=O,1.2,7%,-16%,6%,-1.8,-11%,8%,1
CCCNC(=O)C1(C)CCN(C(=O)c2ccc(OC)cc2OC)C1 (stereo not drawn),0.8,-2%,7%,2%,-0.2,1%,5%,2
COc1ccc(-c2[nH][nH]c(=O)c2NC(=O)c2ccc([N+](=O)[O-])cc2)cc1,-0.1,6%,-14%,2%,0.2,-12%,4%,-6
Cc1cc(=O)oc2c(CN3CCCC3)c(O)ccc12,-1.9,11%,7%,4%,0.0,3%,2%,3
CCCN1CCN(C(=O)Cn2nc(CC)n3c(cc4sccc43)c2=O)CC1,-1.2,19%,?,13%,-2.9,-11%,4%,-1
COc1ccc(-c2noc(CCC(=O)N3CCN(c4ccccc4C(F)(F)F)CC3)n2)cc1,-1.3,-9%,-7%,4%,1.0,-10%,-8%,23
CCOC(=O)c1c(NC(=O)CSc2ncnc3ccccc23)sc(C)c1C,-2.0,7%,-24%,-5%,-2.3,-9%,-9%,1
CC(=O)c1ccc(NC(=S)N2CC(C)CC(C)C2)cc1 (stereo not drawn),1.5,-10%,7%,0%,-4.9,-11%,-2%,5
N#Cc1ccccc1S(=O)(=O)N1CCN(C(=O)CCNS(=O)(=O)c2ccc(Cl)cc2)CC1,-1.2,-1%,19%,8%,0.0,-6%,-1%,1
CCOC(=O)CCC(NC(=O)CCCCCCCCC(=O)NC(CCC(=O)OCC)C(=O)OCC)C(=O)OCC (stereo not drawn),0.6,-10%,17%,-7%,3.5,2%,5%,15
CC1(C(=O)NS(=O)(=O)C2CC2)CCCN(C(=O)c2ccc(F)c(Cl)c2)C1 (stereo not drawn),-1.7,2%,13%,3%,-0.3,2%,0%,-3

# 3 compounds out of the list above, sorted by the number in CCT modulator, low to high:
compound | CCT modulator | EPAC1 antag | PLK1 PBD block | WRN helicase inh | PI5P4K alpha inh
CCOC(=O)c1c(NC(=O)CSc2ncnc3ccccc23)sc(C)c1C | -2.0 | -24% | -9% | -9% | 1
CCCN1CCN(C(=O)Cn2nc(CC)n3c(cc4sccc43)c2=O)CC1 | -1.2 | ? | -11% | 4% | -1
CC(=O)c1ccc(NC(=S)N2CC(C)CC(C)C2)cc1 (stereo not drawn) | 1.5 | 7% | -11% | -2% | 5
